Screening data (PubChem BioAssay)
Glioma ERSR ind – inducers of ER stress response in human glioma cells | U87-MG GRP78 promoter luciferase reporter, 16 h | Potency, µM, for inactives: top-dose activation, usual class: activators | 0.02% of 420,000 active | AID 602332; further: series mostly up to about 76 µM; % of control where 0% means no effect; nearly all actives have a fitted effect of over 35% in size
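Stably transfected U87-MG glioma cells carrying a GRP78-based luciferase sensor; 16 h compound incubation. Luminescence end-point read 10 min after Bright-Glo addition at room temperature.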
Vif-A3G inh – blocks the Vif interaction with human APOBEC3G. Q9HC16. HeLa A3G-eYFP + Vif (tagged APOBEC3G with the HIV-1 protein that degrades it), YFP fluorescence, overnight. Potency, µM (top dose mostly 46.1 µM), inactives show at the top dose activity, negative = active, actives largely listed as inhibitors. 0.076% of 410,000 active;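 further: on the % scale 0 is the no-effect control and ±100 the full control effect; nearly all actives have a fitted effect of over 60% in size; hits raise eYFP signal because A3G escapes Vif-driven loss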
Target sequence (Q9HC16 whole entry, looked up): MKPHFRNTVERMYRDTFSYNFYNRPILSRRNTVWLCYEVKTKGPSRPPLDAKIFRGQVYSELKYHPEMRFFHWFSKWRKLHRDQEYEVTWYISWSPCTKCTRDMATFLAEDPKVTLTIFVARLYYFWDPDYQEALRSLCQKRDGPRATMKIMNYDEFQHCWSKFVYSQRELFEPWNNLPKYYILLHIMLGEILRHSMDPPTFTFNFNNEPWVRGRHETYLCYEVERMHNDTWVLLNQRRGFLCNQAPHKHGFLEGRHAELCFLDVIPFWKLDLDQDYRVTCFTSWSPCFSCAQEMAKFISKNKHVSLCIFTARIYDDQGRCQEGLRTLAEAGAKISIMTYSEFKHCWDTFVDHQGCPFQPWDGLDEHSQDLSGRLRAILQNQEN
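Read-out is eYFP fluorescence (Ex 488/Em 500-530) from Vif-expressing HeLa A3G-eYFP cells; more signal means A3G escaped Vif-mediated degradation. Cells plated overnight, compound pinned in, incubated overnight at 37 deg C.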
* marks the source's active call; other numbers are inactive results; ? = inconclusive; & = joins results of further samples. The call rests on the fitted dose curve; in most records, active means well fitted curve in the direction sought with a large enough effect; inconclusive means small, poorly fitted or top-dose-only effect, or another doubt; inactive means no such curve, though single readings can be large; an effect the other way counts as inactive or inconclusive. Potency means the concentration at half of the fitted maximal effect. A portion of the library, so the mix of outcomes need not match the whole.

entry	Glioma ERSR ind	Vif-A3G inh	SMILES
1	-5%	-7%	NC(c1csc(Nc2nccc(C(F)(F)F)n2)n1)C1CCCCC1 (stereo unspecified)
2	-5%	1%	CC(C)N1CCC1(C)C(=O)Nc1ccc2cn[nH]c2c1 (stereo unspecified)
3	1%	1%	O=c1ccn([C@@H]2O[C@H](CNCc3ccccc3OCc3ccc(Cl)cc3Cl)[C@@H](O)[C@H]2O)c(=O)[nH]1
4	-2%	5%	N#Cc1nc(-c2ccc(OCc3ccc(Cl)cc3)cc2)oc1N1CCCCCC1
5	1%	-13%	C(=Nc1ccc(/C=C/c2ccnc3ccccc23)cc1)c1ccc2c(c1)OCO2
6	-1%	-3%	CC1(C(=O)NS(=O)(=O)c2cccc(F)c2)CCN1C(=O)Cc1cccc2ccccc12 (stereo unspecified)
7	-2%	1%	Cc1ccc(CN2CCC(C)(Oc3ccc(Cl)cc3)C2)cc1 (stereo unspecified)
8	0%	-23%	COc1cc(Cn2c3ccc(NC(=O)CCc4ccc(O)cc4)cc3c(=O)n2C)ccc1F
9	-2%	-3%	CC(C)NC(=O)C1Cc2c(-c3ccc(Cl)cc3)ccnc2O1 (stereo unspecified)
10	-4%	1%	Cc1nccn1-c1ccc(NC(=O)[C@H]2O[C@@H](n3cnc4c(N)ncnc43)[C@H](O)[C@@H]2O)cc1
11	-2%	2%	CCOC(=O)C(=O)N(C)c1c(CC)nc2c(OCc3ccc(OC)cc3)cccn12
12	19%	-10%	CC(C)Cc1ccc(-c2cc3nc(NCc4cccc(Cl)c4)ccn3n2)cc1
13	-3%	-5%	Clc1ccc2c(Cl)cc[n+](CCC3CCCCC3)c2c1
14	-2%	2%	Cn1nc(C(C)(C)C)cc1C(=O)N1CCCCC1c1cc(C(=O)N2CCOCC2)no1 (stereo unspecified)
15	-6%	-2%	CCNC(=O)C1CCCN(C(=O)c2ccc3c(c2)CCO3)CC1 (stereo unspecified)
16	0%	-17%	COC(=O)c1ccc2nc(-c3ccc(OC)c(OC)c3)c(Cc3ccc(C)cc3)n2c1

Given with two lines to a compound: entries from further up.
Order of results: Glioma ERSR ind	Vif-A3G inh
8	COc1cc(Cn2c3ccc(NC(=O)CCc4ccc(O)cc4)cc3c(=O)n2C)ccc1F
 : 0%	-23%
9	CC(C)NC(=O)C1Cc2c(-c3ccc(Cl)cc3)ccnc2O1 (stereo unspecified)
 : -2%	-3%
10	Cc1nccn1-c1ccc(NC(=O)[C@H]2O[C@@H](n3cnc4c(N)ncnc43)[C@H](O)[C@@H]2O)cc1
 : -4%	1%
11	CCOC(=O)C(=O)N(C)c1c(CC)nc2c(OCc3ccc(OC)cc3)cccn12
 : -2%	2%
12	CC(C)Cc1ccc(-c2cc3nc(NCc4cccc(Cl)c4)ccn3n2)cc1
 : 19%	-10%
13	Clc1ccc2c(Cl)cc[n+](CCC3CCCCC3)c2c1
 : -3%	-5%

(more compounds)
entry	Glioma ERSR ind	Vif-A3G inh	SMILES
17	-2%	-2%	CC(C)N1CCC(C)(C(=O)Nc2ccccc2Oc2ccccc2)C1 (stereo unspecified)
18	-9%	-4%	NC(Cc1ccccc1)c1csc(Nc2nncc3ccccc23)n1 (stereo unspecified)
19	-3%	3%	CCCNC(=O)C1(C)CCCN(Cc2ccccc2N(C)C)C1 (stereo unspecified)
20	0%	-11%	CC(=O)c1cccc(-c2ccnc3c2CC(C(=O)Nc2cccnc2)O3)c1 (stereo unspecified)
21	-3%	3%	O=S(=O)(c1ccc2c(c1)OCCO2)N1CCN(CCc2ccccc2)CC1
22	0%	-1%	COCCNC(=O)C1(C)CCCN(C(=O)c2ccc3snnc3c2)C1 (stereo unspecified)
23	-10%	-21%	CC(C)C(N)c1csc(NC(=O)Nc2cccc(C(F)(F)F)c2)n1 (stereo unspecified)
24	-1%	-2%	CN(Cc1ccccc1)Cc1cc(=O)oc2ccccc12
25	-1%	0%	O=C(NC(c1ccc(-c2ccccc2)cc1)c1cnccn1)C1CCN(Cc2cccs2)CC1 (stereo unspecified)
26	-6%	2%	Clc1ccc(/C=C/c2ccc3ccccc3n2)cc1Cl
27	0%	-2%	CC(=O)Nc1cccc(-c2ccnc3c2CC(C)(C(=O)Nc2cccc(NS(C)(=O)=O)c2)O3)c1 (stereo unspecified)
28	-3%	1%	Cc1cc(C(=O)OCC(=O)NC(=O)C2CCCCC2)ccc1[N+](=O)[O-]
29	-3%	0%	COc1[nH]c(/N=C/c2ccco2)c(C#N)c1C#N
30	2%	-18%	CCCCN(C=O)c1c(CC)nc2c(OCc3cc(Cl)cc(Cl)c3)cccn12
31	-8%	-9%	CCCCCCCCCC[n+]1cc(Br)cc(Br)c1
32	-6%	3%	CC1(C(=O)Nc2ccc3c(c2)OCCO3)CCN1C(=O)Cc1ccc(-c2ccccc2)cc1 (stereo unspecified)
33	-2%	-4%	CCOC(=O)C1=C[C@@H](C)N(S(=O)(=O)c2ccc(C)cc2)[C@H]1c1ccccc1
34	1%	-14%	CC1(C(=O)NCc2cccc(Cl)c2)Cc2c(-c3ccc(C(N)=O)cc3)ccnc2O1 (stereo unspecified)
35	-2%	-3%	CC(O)(c1cccc(F)c1)c1nc(-c2cccc(C(=O)O)c2)cs1 (stereo unspecified)
36	-10%	?	O=C(NC(c1ccc(-c2ccccc2)cc1)c1cnccn1)C1CCN(Cc2ccc3c(c2)OCO3)CC1 (stereo unspecified)
37	-4%	1%	CC(CN1CCCCC1)NC(=O)c1scnc1-c1ccccc1 (stereo unspecified)
38	-1%	7.1µM*	CN(C)c1ccc(/C=C/c2ccnc3ccc(-c4ccccc4)cc23)cc1
39	1%	1%	COCCNC(=O)c1sc(=O)n(Cc2ccc(SC)cc2)c1C
40	-2%	-2%	CCCN1CCC(=O)N(C(CSc2ccc(Br)cc2)c2ccccc2)CC1 (stereo unspecified)

Six successive records already listed, quoted:
entry	Glioma ERSR ind	Vif-A3G inh	SMILES
32	-6%	3%	CC1(C(=O)Nc2ccc3c(c2)OCCO3)CCN1C(=O)Cc1ccc(-c2ccccc2)cc1 (stereo unspecified)
33	-2%	-4%	CCOC(=O)C1=C[C@@H](C)N(S(=O)(=O)c2ccc(C)cc2)[C@H]1c1ccccc1
34	1%	-14%	CC1(C(=O)NCc2cccc(Cl)c2)Cc2c(-c3ccc(C(N)=O)cc3)ccnc2O1 (stereo unspecified)
35	-2%	-3%	CC(O)(c1cccc(F)c1)c1nc(-c2cccc(C(=O)O)c2)cs1 (stereo unspecified)
36	-10%	?	O=C(NC(c1ccc(-c2ccccc2)cc1)c1cnccn1)C1CCN(Cc2ccc3c(c2)OCO3)CC1 (stereo unspecified)
37	-4%	1%	CC(CN1CCCCC1)NC(=O)c1scnc1-c1ccccc1 (stereo unspecified)

Following part
entry	Glioma ERSR ind	Vif-A3G inh	SMILES
41	-4%	-2%	O=C(CC[C@H]1O[C@@H](n2cnc3c(NC(=O)c4ccccc4)ncnc32)[C@H](O)[C@@H]1O)NCc1cccc2ccccc12
42	-2%	-1%	CC1(C(=O)NS(=O)(=O)c2cccc(Cl)c2)CCN1C(=O)Cc1cc(F)ccc1F (stereo unspecified)
43	-3%	2%	COCCCN1C(=O)C(CC(=O)NC2CCCC2)CC(C(=O)N(C(C)C)C(C)C)=C1C (stereo unspecified)
44	-6%&-12%	5%	CCN(CC)CCCC(C)Nc1cc(/C=C/c2ccccc2Cl)nc2cc(Cl)ccc12 (stereo unspecified)
45	-2%	-1%	COc1ccc(NC(=O)C2(C)CCN2C(=O)Cc2ccccc2)cc1OC (stereo unspecified)
46	-3%	1%	CC(=O)Nc1cncc(-c2cccc(C(=O)N3CCOCC3)c2)n1
47	-1%	-10%	COc1cncc(-c2cnc3sc(NCCc4ccccn4)nn23)c1
48	-5%	0%	CCCCn1nnnc1C(c1cccc2ccccc12)N1CCN(C/C=C/c2ccccc2)CC1 (stereo unspecified)
49	1%	-6%	CC(=O)Nc1ccc(NC(=O)C2(C)Cc3c(-c4ccc(NC(C)=O)cc4)ccnc3O2)cc1 (stereo unspecified)
50	-1%	?	COc1cc(N(C)C)c(OC)cc1/C=C1\Cc2ccccc2C1=O
51	-2%	-13%	COc1ccc(Cc2c(C3CCCCC3)nc3c(C)cc(Br)cn23)c(C)c1
52	6%	-9%	COc1ccccc1-c1cc(NC(C)=O)c2ncc(-c3ccccc3)n2c1
53	-4%	-1%	CC(C)NC(=O)C1(C)CCN1CCC(=O)c1ccccc1 (stereo unspecified)
54	-3%	-3%	CCc1ccc([C@@H]2CC(=O)[C@@H]3CN(S(=O)(=O)c4ccccc4C)[C@H](c4ccc(Cl)cc4)C[C@@H]3N2S(=O)(=O)c2ccc(C)cc2)cc1
55	-1%	-1%	CC(=O)Nc1cnc(-c2cccc(C(=O)N3CCOCC3)c2)cn1
56	6%	2%	O=C(Nc1ccc2nccnc2c1)N1CCCCCC1
57	0%	-1%	CCOC(=O)C1CCCN(C(=O)c2ccc(N(C)C)cc2)CC1 (stereo unspecified)
58	-3%	-1%	Cc1cc(C)c2c(/C=C/c3ccc(N(C)C)cc3)ccnc2c1
59	-1%	0%	CCOC(=O)C1(C)CCN1C(=O)c1ccco1 (stereo unspecified)
60	-1%	2%	O=C(Nc1nnc([C@@H]2C[C@H](O)[C@@H](CO)O2)s1)Nc1ccc(F)cc1F
61	-3%	-28%	CC(=O)C1=CCC(c2cccc3ccccc23)N(S(=O)(=O)c2ccc(C)cc2)C1 (stereo unspecified)
62	-2%	-1%	CCC(=O)N1CCC1(C)C(=O)Nc1ccccc1 (stereo unspecified)
63	4%	-4%	Cc1ccc(-c2nc3ccc(Cl)cn3c2Cc2cccc(Cl)c2)cc1
64	0%	-2%	CN1CCCC1(C)C(=O)Nc1ccc(-n2cccc2)cc1 (stereo unspecified)
65	-7%	-28%	COc1cc(-c2cnc3c(NC=O)cc(-c4ccsc4)cn23)cc(OC)c1OC
66	-2%	-11%	NC(c1ccccc1)c1csc(Nc2ccc(C(=O)c3ccccc3)cc2)n1 (stereo unspecified)
67	-3%	-11%	O=C(Cn1nnc(-c2ccccc2)c1COc1ccc2ccccc2c1)NCC1CC1
68	-2%	1%	Nc1nc2c(ncn2[C@@H]2O[C@H](CNC(=O)[C@H](N)C3CCCCC3)[C@@H](O)[C@H]2O)c(=O)[nH]1
69	-2%	0%	CC(=O)OCC(NC(=O)C(CCCCNC(=O)OCc1ccccc1)NC(=O)OC(C)(C)C)C1OC(n2cc(C)c(=O)[nH]c2=O)C(OC(C)=O)C1OC(C)=O (stereo unspecified)
70	-3%	-3%	Cc1nc2ccc(C(=O)N3CCC(O)(Cc4ccccc4)CC3)cn2c1N(C)C(=O)CCc1ccccc1
71	-1%	-5%	O=C(Nc1ccc2c(c1)OCCO2)C(c1cc2ccccc2o1)N1CCC(Cc2ccccc2)CC1 (stereo unspecified)
72	1%	-4%	O=C(C[n+]1ccccc1Cl)c1ccc(Br)cc1
73	0%	0%	COc1ccc(Cl)cc1Cn1c(C)c(C(=O)NCc2ccc(F)cc2)sc1=O
74	6%	-2%	Cc1ccc(CN2CC(N3CCN(C4CCN(C)CC4)CC3)CS2(=O)=O)cc1 (stereo unspecified)
75	-5%	3%	CCc1nc2ccc(C(=O)NCCOc3ccc(OC)cc3)cn2c1N(C)Cc1ccc(N(C)C)cc1
76	-3%	-5%	CC1(C(=O)NS(=O)(=O)c2cccs2)CCN1C(=O)c1cccc(F)c1 (stereo unspecified)
77	-5%	0%	CNc1ncnc2c1ncn2[C@H]1CN(CCN2CCOCC2)C[C@@H](CO)O1
78	-9%	-1%	CC1(Cc2ccccc2OC(F)(F)F)C(=O)Nc2ccc(OC(F)(F)F)cc21 (stereo unspecified)
79	-2%	1%	Cc1ccc(C)c2c(C)ccnc12
80	-4%	-6%	CC1=C(C(=O)N(C)C)CC(CC(=O)NCc2cccc3ccccc23)C(=O)N1Cc1ccc(F)cc1 (stereo unspecified)
81	-5%	1%	CN(C)Cc1cn(-c2ccccc2)nc1-c1ccccc1
82	1%	-4%	CC(=O)OC[C@@H]1CN(Cc2cccc(C(F)(F)F)c2)C[C@H](n2cnc3c(NCc4ccco4)ncnc32)O1
83	-2%	-2%	CN(C)c1ccc(N=Nc2ccnc3ccccc23)cc1
84	3%	1%	O=C(Nc1cccc(Cc2ccccc2)c1)Nc1cccc2[nH]c([C@@H]3O[C@H](CO)[C@@H](O)[C@H](O)[C@H]3O)nc12
85	4%	-21%	COc1cc(-c2coc3c(C(=O)NCc4ccccc4)cccc23)ccc1O
86	-4%	-2%	Nc1ncnc2c1ncn2[C@@H]1O[C@H](C(=O)NCCc2ccc(F)cc2)[C@@H](O)[C@H]1O
87	2%	2%	N#CC(=Nc1cccc(F)c1)C1=C(O)c2ccccc2C1=O
88	-2%	-1%	O=C(NCCc1nc2ccccc2n1CCCOc1ccccc1)C1CCCCC1
89	-3%	-1%	Cc1cc(F)ccc1-c1cc(C(=O)N2CCN(c3ccncc3)CC2)[nH]n1
90	4%	1%	OC(c1ccccc1)c1ncc(-c2ccc(Cl)cc2)[nH]1 (stereo unspecified)
91	2%	-2%	CCCCN(C(C)=O)c1c(CC)nc2ccc(C(=O)NCCc3ccccn3)cn12
92	-4%	0%	CCOC1=C2[C@@H](CN(S(=O)(=O)c3ccc(C)cc3)[C@H]2c2ccc(CC)cc2)[C@H]2C(=O)N(C)C(=O)[C@H]2C1
93	-1%	0%	COc1ccc(C(=O)C2C(=O)C(=O)N(Cc3ccco3)C2c2cccs2)cc1 (stereo unspecified)
94	-6%	-2%	Cc1ccc(S(=O)(=O)N2[C@@H](c3cccc(Cl)c3)C(C(=O)OC(C)(C)C)=CC[C@H]2c2cccc(Cl)c2)cc1
